Source: PubChem
LYP phosphatase: inhibition of human PTPN22 tyrosine phosphatase – biochemical, DiFMUP fluorescence, recombinant catalytic domain, 10 µM, primary screen (AID 606); recombinant LYP catalytic domain, DiFMUP fluorescence; higher % means a stronger effect; one-dose inhibition, % at 10 µM; IC50 in µM for titrated hits; 52,000 tested, under 10 active;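 active means IC50 under 40 µM in the dose-response test; inactive means IC50 of 40 µM or more, or never dose-tested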
Spn PMK inh: S. pneumoniae PMK inhibition | purified PMK, PK/LDH-coupled NADH absorbance 340 nm | inhibition, % at 10 µM | 65,000 compounds, 0.49% hits;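 active means top-ranked compounds by inhibition in the single 10 µM screen, taking a fixed number of the strongest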;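 further: 0% = full reaction with DMSO carrier and 100% = background rate without enzyme reaction; no value below 0 was filed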
Spn DPM-DC inh: S. pneumoniae DPM-DC inhibition | purified DPM-DC, PK/LDH coupled NADH fluorescence | calls only at 10 µM | 65,000 compounds, 0.49% hits;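 active means the 320 compounds with the highest percent inhibition in the single-dose primary screen, excluding strongly autofluorescent ones, cut at about 32% in these data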;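 further: kinetic rate of NADH fluorescence loss reporting ADP formed by the decarboxylase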
Spn MK inh: blocks S. pneumoniae mevalonate kinase | purified MK, PK/LDH-coupled NADH absorbance 340 nm | inhibition, % at 10 µM | 65,000 compounds, 0.48% hits | AID 555;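 active means ranked among the strongest by inhibition in the single 10 µM screen, a fixed top-ranked set picked for dose follow-up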; further: no value below 0 was filed
HT1080 viability: cytotoxicity in HT1080 fibrosarcoma cells, cell-based, fluorescence readout (AID 620). HT1080 viability, fluorescence; higher % means a stronger effect. 87,000 compounds, 0.42% hits. one-dose cytotoxicity, % at 10 µM; EC50 in µM for titrated hits;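 further: cells exposed to compound overnight then 4 h with Alamar Blue; 0% = vehicle DMSO and 100% = killing control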
HPDE-C7 viability: cytotoxicity in HPDE-C7 cells, cell-based, fluorescence, HTS (AID 430); 63,000 compounds, 1.8% hits; cytotoxicity, % at 10 µM; hits with a dose series show EC50 in µM; HPDE-C7 pancreatic duct cells viability, fluorescence; higher % means a stronger effect;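 further: cells exposed to compound for 48 hours before viability readout; 0% = vehicle and 100% = reference cytotoxic drug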
HPDE-C7K KRASV12: cytotoxicity in KRAS-transformed pancreatic duct cells, primary screen, cell-based, fluorescence, HTS (AID 431). cytotoxicity, % at 10 µM; hits with a dose series show EC50 in µM. 63,000 compounds, 1.7% hits. HPDE-C7K KRASV12 cells, Alamar Blue viability, 48 h; higher % means a stronger effect;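 active means compounds whose percent cytotoxicity in the single-dose primary screen, scaled between solvent and toxic-drug controls, exceeds 50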;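 further: 0% = DMSO solvent wells and 100% = doxorubicin-treated wells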
Bfl-1 inhibitors: Bfl-1 inhibitors, primary screen, biochemical, fluorescence polarization, FITC-Bid, mouse (AID 432); FITC-Bid BH3 peptide fluorescence polarization displacement; higher % means a stronger effect; displacement, % at 20 µM; hits with a dose series show IC50 in µM; 64,000 compounds, 0.02% hits; in the data active means a potency from the dose series; inactive means the rest, 99 in 100 with displacement below about 15%; further: strong numbers were not always called active
TNAP inhibition: human TNAP enzyme inhibitors, biochemical, luminescent (AID 518); 64,000 compounds, 0.09% hits; purified TNAP enzyme, luminescent substrate readout; higher % means a stronger effect; inhibition, % at 20 µM; hits with a dose series show IC50 in µM; in the data active means a potency from the dose series; inactive means the rest, 99 in 100 with inhibition below about 22%;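 further: plate controls were vehicle for no effect and reference inhibitor for full effect; many of its hits are not listed in these tables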
Spn PMK inh pilot replicates: recorded beside Spn PMK inh, whose call it bears; inhibition, %; measured here: pilot screen replicates
Spn MK inh pilot replicates: second read-out of Spn MK inh, no call of its own (marks repeat the call); inhibition, %; measured here: pilot screen replicates
Spn DPM-DC inh pilot screen %: second read-out of Spn DPM-DC inh, no call of its own (marks repeat the call); inhibition, %; measured here: pilot screen trials
Starred values were filed as active, the others as inactive; i = inactive; . = not tested or not shown. Unless noted, no stated cut-off is given here; in the data, active means cytotoxicity above about 50%; inactive means the rest.

SMILES	LYP phosphatase	Spn PMK inh	Spn DPM-DC inh	Spn MK inh	HT1080 viability	HPDE-C7 viability	HPDE-C7K KRASV12	Bfl-1 inhibitors	TNAP inhibition	others
Cc1cc(C)n2nc(SCc3cc(=O)n4ccccc4n3)nc2n1	10%	22	i	3	5%	-29%	-9%	8%	12%	Spn PMK inh pilot replicates=3.0;Spn MK inh pilot replicates=0.0;Spn DPM-DC inh pilot screen %=0.0
CC1=CC(=C2C(=O)c3ccccc3C2=O)C=C(C)O1	13%	13	i	0	0%	11%	9%	-6%	22%
Cc1nc2sc(C(c3cccc(F)c3)N3CCC(O)CC3)c(O)n2n1 (stereo unspecified)	2%	8	i	8	-5%	-15%	0%	2%	16%
CCOc1ccccc1NC(=O)Cn1cnc2c(cnn2-c2ccc(C)c(C)c2)c1=O	-4%	13	i	4	3%	-7%	2%	3%	6%
Cc1ccc(C)n1C1CCS(=O)(=O)C1 (stereo unspecified)	.	14	i	5	-3%	-14%	-18%	6%	10%
O=P(COCCO)(c1ccccc1)c1ccccc1	-6%	2	i	8	-10%	.	.	-1%	1%
COc1cccc(CNC(=O)Cn2cc3c(n2)CCCCC3)c1	16%	8	i	3	-4%	4%	6%	3%	9%
CCOc1ccccc1NC(=O)CSc1nc2cccnc2n1C	14%	14	i	17	-5%	7%	11%	-4%	4%
O=C(CN1CCC(n2nnc3cc(F)ccc32)CC1)Nc1ccc2c(c1)CCC2	14%	16	i	0	0%	-9%	-9%	1%	9%	Spn PMK inh pilot replicates=0.5;Spn MK inh pilot replicates=0.0;Spn DPM-DC inh pilot screen %=0.0
O=C(CSc1nnc(COc2ccccc2)o1)NCCc1ccccc1	-4%	5	i	9	-2%	-39%	-28%	-20%	7%
CSc1cccc(NC(=O)C2CCCN(S(=O)(=O)c3ccc(F)cc3)C2)c1 (stereo unspecified)	9%	12	i	6	-4%	3%	8%	-1%	17%
O=C(NCCN=C1NS(=O)(=O)c2ccccc21)c1ccc(S(=O)(=O)N2CCOCC2)cc1	4%	3	i	5	1%	-2%	2%	-4%	5%
CCN1CCN(C(=O)CN(C)S(=O)(=O)c2ccc(OC)cc2)CC1	4%	0	i	0	0%	6%	8%	-10%	0%
Nc1c(N2CCCCC2)c(=O)[nH]c(=O)n1-c1ccccc1	2%	0	i	9	3%	3%	7%	1%	16%	Spn PMK inh pilot replicates=0.0;Spn MK inh pilot replicates=1.5;Spn DPM-DC inh pilot screen %=0.5
CC1CN(c2nc(-c3ccccc3)nc3ccccc23)CC(C)O1 (stereo unspecified)	-7%	0	i	3	-10%	-8%	-3%	-6%	13%	Spn PMK inh pilot replicates=3.0;Spn MK inh pilot replicates=0.0;Spn DPM-DC inh pilot screen %=5.0
COc1ccc(S(=O)(=O)N2CCC(C)CC2)cc1Br	18%	2	i	9	-3%	-4%	3%	0%	10%
Clc1ccc(NC2=NCCCCC2)cc1	-2%	0	i	9	-13%	-4%	-10%	-4%	4%
O=C(CSc1cn(CCNC(=O)c2ccccc2)c2ccccc12)NCc1ccco1	5%	2	i	3	-2%	0%	5%	1%	2%
CC1CCN(C(=O)CSc2nnc(Cc3cccn3C)n2CCc2ccccc2)CC1	14%	0	i	11	-9%	-12%	-3%	-1%	12%
Cn1c(=O)c(=O)n(C)c2cc(S(=O)(=O)N3CCc4ccccc43)ccc21	8%	12	i	3	-4%	5%	7%	-31%	2%

Quoted at random: two records from the list.
SMILES	LYP phosphatase	Spn PMK inh	Spn DPM-DC inh	Spn MK inh	HT1080 viability	HPDE-C7 viability	HPDE-C7K KRASV12	Bfl-1 inhibitors	TNAP inhibition	others
O=C(CSc1nnc(COc2ccccc2)o1)NCCc1ccccc1	-4%	5	i	9	-2%	-39%	-28%	-20%	7%
Cn1c(=O)c(=O)n(C)c2cc(S(=O)(=O)N3CCc4ccccc43)ccc21	8%	12	i	3	-4%	5%	7%	-31%	2%

Next part.
SMILES	LYP phosphatase	Spn PMK inh	Spn DPM-DC inh	Spn MK inh	HT1080 viability	HPDE-C7 viability	HPDE-C7K KRASV12	Bfl-1 inhibitors	TNAP inhibition	others
C=CCn1c(SCc2ccc(C#N)cc2)nnc1-c1cccc(OC)c1	-5%	0	i	5	-17%	0%	12%	-6%	11%
CCCCC(NC(=O)c1ccc(Cl)cc1)C(=O)O (stereo unspecified)	-7%	6	i	10	-12%	-30%	-37%	-4%	10%
CCOC(=O)N1CCC(Nc2nc3ccccc3nc2NS(=O)(=O)c2ccc(Cl)cc2)CC1	-4%	1	i	4	-2%	17%	22%	5%	3%
Cc1ccc(C2c3c(oc4ccccc4c3=O)C(=O)N2c2nnc(C(C)C)s2)o1 (stereo unspecified)	8%	11	i	0	-5%	-21%	-7%	-9%	17%	Spn PMK inh pilot replicates=3.5;Spn MK inh pilot replicates=1.0;Spn DPM-DC inh pilot screen %=2.0
COc1ccc(N2CC(C)Cn3c2nc2c3c(=O)n(Cc3ccccc3F)c(=O)n2C)c(OC)c1 (stereo unspecified)	-2%	6	i	7	-12%	-1%	-1%	0%	7%
O=C(Nn1c(Cc2cccs2)nc2ccccc2c1=O)c1cccs1	11%	13	i	10	1%	-15%	-6%	-3%	1%
COc1ccccc1Cn1c(=O)c2ccccc2n2c(SCC(=O)N3CCCCC3)nnc12	9%	13	i	0	0%	-4%	-5%	9%	-3%
CCOC(=O)C1CCN(C(=O)c2c(-c3c(Cl)cccc3Cl)noc2C)CC1	-8%	11	i	3	-4%	-1%	20%	-4%	13%	Spn PMK inh pilot replicates=1.0;Spn MK inh pilot replicates=1.0;Spn DPM-DC inh pilot screen %=2.0
CCN(CC(=O)O)S(=O)(=O)c1cc(Cl)ccc1Cl	9%	2	i	3	-2%	7%	-4%	-5%	10%	Spn PMK inh pilot replicates=0.0;Spn MK inh pilot replicates=0.0;Spn DPM-DC inh pilot screen %=1.5
COc1ccc(NC2CC(=O)NC2=O)cc1 (stereo unspecified)	0%	26*	i	0	3%	-10%	-2%	1%	8%
COc1cccc(=O)c2c(C)n(C)c(C)c12	8%	2	i	6	10%	20%	25%	4%	9%
COc1ccc(-c2cc(C(=O)N3CCCc4ccccc43)no2)cc1OC	5%	22	i	6	31%	-6%	-6%	-6%	10%
O=C(Nc1nc2c(s1)CCCC2)c1ccc(Br)s1	4%	0	i	4	3%	6%	-1%	2%	6%
Cc1ccc(S(=O)(=O)CC(=O)N(C)C)cc1	.	1	i	4	1%	-5%	-2%	-7%	7%
Cc1nn(C)cc1CNC(=O)c1ccccc1Br	13%	0	i	0	14%	1%	3%	-8%	6%
CCCS(=O)(=O)N1CCN(C(=O)c2ccccc2F)CC1	3%	2	i	15	0%	-26%	-28%	-7%	16%
O=C(Nc1nnc(C2CC2)s1)c1cc(-c2ccccc2)nn1-c1ccccc1	14%	0	i	12	5%	31%	20%	-1%	16%
COc1cc(SC)ccc1C(=O)Nc1ccc2c(c1)CCN2S(C)(=O)=O	-5%	4	i	6	7%	0%	19%	-9%	2%
O=C(NC1CCCCC1)C(c1cccs1)N(CC1CCCO1)C(=O)c1csnn1 (stereo unspecified)	-9%	14	i	0	-5%	-15%	-17%	-2%	13%
COc1ccc2nc(C)[nH]c(=O)c2c1	.	6	i	8	1%	2%	0%	-2%	-3%
CC(=O)c1cc2c(cc1NC(=O)CCn1cccc1)OCO2	4%	11	i	0	-5%	2%	4%	1%	5%
c1ccc2c(c1)NC(c1ccncc1)n1c-2nc2ccccc21 (stereo unspecified)	9%	2	i	6	6%	-8%	-21%	4%	11%
CCOC(=O)c1c(C)[nH]c(NC(=O)Nc2c(C)n(C)n(-c3ccccc3)c2=O)c1C	5%	8	i	9	12%	-26%	-17%	-1%	14%
Cc1ccc(N2CC(C(=O)OCC(=O)C(C)(C)C)CC2=O)cc1 (stereo unspecified)	.	0	i	13	1%	-7%	8%	-2%	19%
Cc1sc2ncnc(N[C@@H](CCC(=O)O)C(=O)O)c2c1C	5%	5	i	11	3%	-12%	-12%	-5%	5%
COC(=O)c1ccc2c(=O)n(CCN3CCOCC3)c(SCC(=O)NC3CCCCC3)nc2c1	.	12	i	0	1%	-9%	-11%	-12%	-2%
O=S1(=O)CCC(N=Cc2cc(Br)ccc2O)C1 (stereo unspecified)	13%	7	i	0	-4%	10%	3%	3%	9%	Spn PMK inh pilot replicates=0.5;Spn MK inh pilot replicates=0.0;Spn DPM-DC inh pilot screen %=3.0
COCCSc1ccccc1C(=O)Nc1cc(C)on1	.	5	i	15	-2%	15%	86%*	-9%	17%	Spn PMK inh pilot replicates=10;Spn MK inh pilot replicates=1.5;Spn DPM-DC inh pilot screen %=0.0
Cc1cc(C)n2nc(S(=O)(=O)N(C)Cc3ccccc3)nc2n1	5%	12	i	5	-11%	-17%	-5%	1%	21%	Spn PMK inh pilot replicates=1.5;Spn MK inh pilot replicates=0.0;Spn DPM-DC inh pilot screen %=0.5
CN(C(=O)C1CCCO1)c1nnc(-c2ccncc2)s1 (stereo unspecified)	-4%	8	.	4	-3%	-16%	-11%	-5%	10%	Spn PMK inh pilot replicates=4.5;Spn MK inh pilot replicates=2.0
CCN(CC)CCCNC(=O)CC1Oc2ccc(C)cc2NC1=O (stereo unspecified)	6%	1	i	22	-12%	-3%	4%	-2%	13%
CCOc1ccccc1C1C(C(=O)Nc2ccccc2OC)=C(C)Nc2nc(CCCO)nn21 (stereo unspecified)	4%	10	i	4	-4%	2%	5%	-8%	8%
Cc1cc2cc(C(c3nnnn3Cc3ccco3)N3CCc4ccccc4C3)c(=O)[nH]c2cc1C (stereo unspecified)	12%	17	i	9	-5%	-5%	-10%	1%	10%
Oc1c(C(c2ccc(F)cc2)N2CCc3ccccc3C2)sc2ncnn12 (stereo unspecified)	-9%	2	i	3	-4%	1%	-6%	2%	1%
CC(c1ccccc1)N1C(=O)c2ccc(C(=O)NCc3ccco3)cc2C1=O (stereo unspecified)	2%	11	i	9	4%	-3%	12%	3%	15%	Spn PMK inh pilot replicates=0.0;Spn MK inh pilot replicates=0.5;Spn DPM-DC inh pilot screen %=0.0
C/C(=N\O)C(=O)NCc1ccccn1	15%	4	i	0	-3%	-15%	1%	4%	7%	Spn PMK inh pilot replicates=3.5;Spn MK inh pilot replicates=0.0;Spn DPM-DC inh pilot screen %=0.0
CC(=O)Nc1ccc(S(=O)(=O)N2CCN(C(=O)N3CCCCCC3)CC2)cc1	6%	10	i	6	-4%	-3%	-9%	3%	8%
CCc1oc(C(=O)O)cc1COC	.	13	i	4	2%	10%	20%	5%	13%
CCOC(=O)C1CCCN(C(=O)Cn2sc3nc(C)cc(C)c3c2=O)C1 (stereo unspecified)	-9%	6	i	14	5%	-8%	-2%	-14%	8%
Cc1ccc(C)n1-c1ccncc1	-18%	8	i	13	7%	7%	10%	2%	8%
CC12CCC(C(=O)N3CCCc4ccccc43)(CC1=O)C2(C)C (stereo unspecified)	6%	8	i	4	-5%	-3%	-11%	-6%	9%
